# SKKanGAS inh: blocks kanamycin growth of S. pyogenes SKKanGAS strain. BacTiter-Glo, 6 h. inhibition, % at 7.5 µM. 1.3% of 300,000 active;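 active = mean replicate score, as percent of positive control median, at least 50; inconclusive = mean below 50 but one replicate at or above 50; inactive = mean and every replicate below 50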;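 also: strain carries kanamycin resistance gene driven by streptokinase promoter and grows in 40 µg/ml kanamycin; loss of luminescence reflects streptokinase promoter inhibition or plain growth inhibition; 0% = median of DMSO wells and 100% = positive control at its reference dose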
# RGS4 inh: inhibitors of human RGS4; 0.45% of 310,000 active; B-score at 10 µM; HEK293 M3R/RGS4 inducible, Fluo-4 calcium flux; active compounds read high; triggered by carbachol at its EC20; P49798;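 active = B-score, a plate-corrected calcium signal, over three deviations above library mean, with baseline fluorescence within five deviations of library mean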;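 also: RGS4 expression induced by doxycycline in cells with stable M3 receptor; B-score is computed from the integrated fluorescence ratio over baseline after carbachol; higher B-score means a larger calcium signal and so more RGS4 inhibition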
# TRPC6 act: activates the mouse TRPC6 cation channel | 0.13% of 310,000 active | B-score at 10 µM | AID 2550 | Q61143 | HEK293-TRPC6 membrane potential dye fluorescence; active compounds read high;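 active = B-score of the integrated fluorescence ratio above library mean plus 3 SD, and starting fluorescence ratio within library mean plus 5 SD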;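 also: higher score means more depolarization so channel activation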
# Target sequence (Q61143 whole entry, looked up): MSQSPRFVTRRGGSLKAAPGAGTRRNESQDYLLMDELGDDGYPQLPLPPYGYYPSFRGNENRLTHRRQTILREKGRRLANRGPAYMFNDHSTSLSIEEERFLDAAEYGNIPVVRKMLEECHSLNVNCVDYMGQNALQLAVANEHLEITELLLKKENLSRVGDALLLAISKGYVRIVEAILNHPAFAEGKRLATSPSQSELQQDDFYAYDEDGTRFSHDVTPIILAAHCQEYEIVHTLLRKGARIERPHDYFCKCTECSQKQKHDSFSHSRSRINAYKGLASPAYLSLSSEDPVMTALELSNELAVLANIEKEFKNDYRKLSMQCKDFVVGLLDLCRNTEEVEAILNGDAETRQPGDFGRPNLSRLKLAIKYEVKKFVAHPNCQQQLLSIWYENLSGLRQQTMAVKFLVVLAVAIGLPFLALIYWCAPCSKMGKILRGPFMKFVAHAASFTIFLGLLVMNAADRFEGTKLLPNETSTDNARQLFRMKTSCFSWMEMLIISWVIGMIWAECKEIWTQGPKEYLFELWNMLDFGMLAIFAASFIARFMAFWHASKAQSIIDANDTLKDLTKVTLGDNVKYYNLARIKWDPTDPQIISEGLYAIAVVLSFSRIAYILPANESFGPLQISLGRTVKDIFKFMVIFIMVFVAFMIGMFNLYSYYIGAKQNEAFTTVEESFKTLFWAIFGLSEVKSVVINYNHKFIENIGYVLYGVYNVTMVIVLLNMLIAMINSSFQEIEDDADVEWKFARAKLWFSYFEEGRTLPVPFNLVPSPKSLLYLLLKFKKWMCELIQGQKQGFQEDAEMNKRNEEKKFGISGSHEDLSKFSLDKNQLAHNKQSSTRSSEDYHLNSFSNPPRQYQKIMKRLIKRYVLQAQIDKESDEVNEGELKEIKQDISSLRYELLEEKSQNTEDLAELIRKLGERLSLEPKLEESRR
# RGS4 pot: potentiators or activators of RGS4. AID 463111. HEK293 M3R/inducible RGS4, carbachol calcium flux Fluo4; active compounds read low. B-score at 10 µM. 0.92% of 310,000 active;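 active = B-score of the integrated calcium signal more than 4 SD below the library mean, with starting fluorescence not abnormally high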;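 also: negative B-score means reduced calcium response which marks RGS4 activation or potentiation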
#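 test system = HEK293 cells with stable M3R and inducible RGS4 | schedule = recording 10 s baseline at 1 Hz, 100 s post-agonist | technique = Fluo4-AM (2 µM) calcium-flux fluorescence, kinetic read | measure = Agonist-evoked peak-minus-minimum fluorescence over baseline, integrated ratio, B score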
# MrgX1 PAM: human MrgX1 positive allosteric modulation, primary screen | Q96LB2 | MrgX1-HEK293, Fluo-4 calcium flux, FDSS; active compounds read high | B-score at 10 µM | 0.63% of 310,000 active | AID 588675;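 active = plate-corrected calcium response at least 3 library SD above typical, normal starting fluorescence, not activating the receptor alone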;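 also: compound read alongside a low EC10 to EC30 dose of BAM8-22 agonist; peak minus trough fluorescence over baseline measured at the second addition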
# HDAC3 inhib: inhibitors of human histone deacetylase 3; 0.15% of 320,000 active; AID 2718; recombinant HDAC3, fluorogenic peptide/trypsin coupled, fluorescence; O15379; inhibition, % at 8.3 µM; in the data active = inhibition above about 26%, passing the limit was not always enough; inconclusive = no clear call, values can overlap the other calls
# ANO1 activ: activators or potentiators of mouse TMEM16A chloride channel; Q8BHY3; HEK293 TMEM16A/YFP-H148Q/I152L, iodide quench fluorescence; active compounds read low; B-score at 10 µM; 0.3% of 340,000 active; AID 623877;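 active = fluorescence-ratio B-score plate-corrected deviation score at least 3 library SD below zero, with starting fluorescence score within 5 deviations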;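 also: channel opened by trigger with iodide after compound preincubation; score built on the fluorescence ratio of max minus min over baseline; more negative score means more quench and so TMEM16A activation or potentiation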
# TRPC6 inh: blocks the mouse TRPC6 cation channel; 1.1% of 310,000 active; B-score at 10 µM; Q61143; HEK293-TRPC6, membrane potential dye, ACh-evoked depolarization; active compounds read low;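 active = B-score under library mean minus 3 SD, initial fluorescence not abnormally high, positive integrated signal ratio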;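 also: B-score derived from integrated fluorescence ratio over the kinetic read; more negative B-score means stronger inhibition of depolarization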
# MrgX1 ag: human MrgX1 receptor agonism, primary screen. Q96LB2. MrgX1-HEK293 cells, Fluo-4 calcium fluorescence, agonist mode; active compounds read high. B-score at 10 µM. 0.44% of 310,000 active. AID 588627;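 active = calcium response B-score plate-corrected fluorescence ratio at least 3 library SD, with starting fluorescence B-score inside 5 SD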
#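 Test system: Stable human MrgX1 HEK293 cell line | Schedule: Overnight plating before 1 h dye loading | Read-out basis: Baseline-normalised fluorescence change ratio, B-scored | Detection: Kinetic calcium dye fluorescence, Fluo-4 NW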
# MrgX1 antagonist: blocks BAM8-22 activation of human MrgX1 receptor; Q96LB2; MRGX1-HEK293 calcium flux, Fluo-4, BAM8-22 antagonism; active compounds read low; B-score at 10 µM; 1.3% of 310,000 active; AID 588676;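 active = calcium-response B-score plate-corrected more than 3 library SD below zero, starting fluorescence within 5 deviations, no agonist response on first addition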;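 also: peak minus trough fluorescence over baseline after final BAM8-22 challenge near maximal dose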
# TMEM16A inh: inhibitors of mouse TMEM16A calcium-activated chloride channel; AID 588511; HEK293 TMEM16A/YFP iodide influx fluorescence, ionomycin; 1.2% of 310,000 active; normalized B-score (activity score, 25-100; higher = stronger inhibition) at 10 µM; Q8BHY3;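 active = ratio plate-corrected score three or more library SD toward inhibition, starting fluorescence score within five deviations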;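 also: score derived from kinetic fluorescence span divided by baseline fluorescence per well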
# * hit, by the source's call; i = inactive; ? = inconclusive; . = no result given. Outcome played no part in choosing rows; any-hit rate near 6.7%.
SMILES,SKKanGAS inh,RGS4 inh,TRPC6 act,RGS4 pot,MrgX1 PAM,HDAC3 inhib,ANO1 activ,TRPC6 inh,MrgX1 ag,MrgX1 antagonist,TMEM16A inh
CC#CCN1c2ccccc2[C@]23C[C@@H](C(=O)OC)N(C(=O)C4CCC4)C2=NC(C(=O)OC)=C(C(=O)OC)[C@H]13,5,i,i,i,i,9,i,i,i,i,i
O=C1/C(=C2/NCCN2C2CC(=O)N(c3ccccc3)C2=O)CC/C1=C\c1ccccc1 (centres undefined),-4,i,i,i,i,1,i,i,i,i,i
Cc1ccccc1C(=O)NNC(=O)C12CC3CC(CC(C3)C1)C2,-11,i,i,i,i,4,i,i,i,i,i
CCc1ccc(NC(=O)CCCNC(=O)Cn2cnc3sc(C)c(C)c3c2=O)cc1,18,i,i,i,i,2,i,i,i,i,i
Cc1ccc(S(=O)(=O)Cn2nnnc2C(CC(C)C)N2CCN(c3ccc(F)cc3)CC2)cc1 (centres undefined),5,i,i,i,i,2,i,i,i,i,i
CN1CCN(C(=O)c2cc(COc3ccc(F)cc3Cl)on2)CC1c1ccccc1 (centres undefined),3,i,i,i,i,-7,i,i,i,i,i
CCN(CC)S(=O)(=O)c1ccc(NC2c3ccccc3C(=O)N2c2ccc(C)cn2)cc1 (centres undefined),2,i,i,i,i,6,i,i,i,i,i
C=CCn1c(COc2ccccc2F)nnc1SCC(=O)c1c[nH]c2ccccc12,-5,i,i,i,i,16,i,i,i,i,i
O=S(=O)(c1ccc2c(c1)OCCO2)N1CCN(c2nc3ccccc3s2)CC1,-1,i,i,i,i,-6,.,i,i,i,i
O=C(NNC(=O)c1cccs1)c1ccncc1,-3,i,i,i,i,-1,i,i,i,i,i
CCOC(=O)CC1(NC(=O)C2CCC(=O)N(Cc3ccccc3OC)C2)CCCCC1 (centres undefined),0,i,i,i,i,1,i,i,i,i,i
O=C(Nc1ccccc1)Nc1cc(S(=O)(=O)N2CCOCC2)ccc1N1CCCC1,-1,i,i,i,i,-10,i,i,i,i,i
COC(=O)CNc1nc(-c2ccncc2)nc2ccccc12,-5,i,i,i,i,3,i,i,i,i,i
O=C(Oc1ccccc1O)c1cccc2ccccc12,1,i,i,i,i,2,.,i,i,i,i
O=C(CN(CC1CCCO1)C(=O)CNS(=O)(=O)c1ccccc1)NCCc1ccccc1 (centres undefined),-6,i,i,i,i,-9,i,i,i,i,i
Cc1ccccc1Nc1nnc(C)c(=O)n1N,0,i,i,i,i,-2,i,i,i,i,i
O=C(N/N=C/C(Cl)=C/c1ccccc1)c1ccco1,-3,i,i,i,i,6,i,i,i,i,i
COc1ccc(S(=O)(=O)NCc2ccccn2)cc1NC(=O)c1ccccc1F,1,i,i,i,i,5,i,i,i,i,i
O=C(CCCn1c(=S)[nH]c2ccc(Br)cc2c1=O)NCC1CCCO1 (centres undefined),0,i,i,i,i,1,i,i,i,i,i
COc1ccc(Br)cc1Cn1nnc(C(=O)Nc2ccc3c(c2)OCCO3)c1N,31,i,i,i,i,.,i,i,i,i,i
NNC(=O)c1ccc(COc2cccc3ccccc23)o1,2,i,i,i,i,-7,i,i,i,i,i
O=C(NCC1CCN(Cc2ccccc2F)CC1)Nc1cccc(Br)c1,1,i,i,i,i,0,i,i,i,i,i
CCCCCCN(C(=O)CCCCCN1C(=O)NC(c2ccc(-c3ccccc3)cc2)C(C(=O)OCc2ccccc2)=C1C)C(C(=O)NCCCC)c1ccccc1 (centres undefined),7,i,i,i,.,.,.,i,.,.,.
CS(=O)(=O)N(CC(=O)Nc1cccc(F)c1)Cc1ccccc1,-4,i,i,i,i,-2,i,i,i,i,i
CCOC(=O)c1ccc(N2C(=O)CC(C3CCCO3)C2=O)cc1 (centres undefined),3,i,i,i,i,9,i,i,i,i,i
Cn1c(=O)c(C(=O)c2ccc(S(C)(=O)=O)c(Cl)c2Cl)c(O)c2ccccc21,14,i,i,i,i,-4,i,i,i,i,i
Cc1ccc(-c2nc(CS(=O)(=O)CC(=O)N3CCc4ccccc4C3)c(C)o2)cc1,0,i,i,i,i,1,i,i,i,i,25*
COc1ccccc1C(=O)NCC(=O)N/N=C/c1cccc(Cl)c1,3,i,i,i,i,9,i,i,i,i,i
CN(C)S(=O)(=O)c1ccc(NC(=O)C2CC(=O)N(Cc3ccccc3Cl)C2)cc1 (centres undefined),-11,i,i,i,i,10,i,i,i,i,i
O=C(/C=C/c1ccccn1)c1ccc(Br)cc1O,.,.,.,.,i,0,i,.,i,i,i
FC(F)(F)c1cccc(CN2CCCCCC2)c1,-2,i,i,i,i,-9,i,i,i,i,i
Cc1cccc(OCC(=O)Oc2ccc(Cl)cc2)c1,-9,i,i,i,i,5,i,i,i,i,i
COc1ccccc1N1CCN(C(=O)CCCNC(=O)Cn2cnc3sc(C)c(C)c3c2=O)CC1,29,i,i,i,i,16,i,i,i,i,i
COC(=O)c1ccc(Cn2nc(C)cc2C)cc1,2,i,i,i,i,-3,i,i,i,i,i
CCCOc1ccc2ccccc2c1/C=N/n1cnnc1,-14,i,i,i,i,8,i,i,i,i,i
CCc1ccc(C(=O)COC(=O)c2ccc(-c3nnc(-c4ccccc4)o3)cc2)cc1,-7,i,i,i,i,-2,i,i,i,i,i
CC(C)=CCC(C)(C)C1OCCN1C(=O)Nc1ccccc1 (centres undefined),7,i,i,i,i,0,i,i,i,i,i
COc1ccccc1C(=O)NCC(=O)n1nc(C)cc1C,6,i,i,i,i,2,i,i,i,i,i
Cc1cc(C=C2C(=O)c3ccccc3C2=O)c(C)n1-c1cccc(C(=O)O)c1,32,i,i,i,10*,4,i,i,i,i,i
COc1ccc(/C=N/NC(=O)Cn2ccnc2C)cc1OC,-1,i,i,i,i,7,i,i,i,i,i
CC(C)c1cc(C(=O)NCc2ccco2)no1,-1,i,i,i,i,1,i,i,i,i,i
O=CN1CCN(S(=O)(=O)c2ccc(S(=O)(=O)NC3CCCCC3)cc2)CC1,2,i,i,i,i,4,i,i,i,i,i
COc1ccc(C2CC23N=C(c2ccccc2)OC3=O)cc1 (centres undefined),-4,i,i,i,i,?,i,i,i,i,i
COc1ccccc1/C=N/NC(=O)c1nnn(-c2nonc2N)c1CN(C)c1ccccc1,3,i,i,i,i,4,i,i,i,i,i
COc1ccc(Oc2cc(F)nc(N)n2)cc1,2,i,i,i,i,-2,i,i,i,i,i
O=C1NC2(CCCCCC2)C(=O)N1CCS(=O)(=O)Oc1ccccc1,-2,i,i,i,i,0,i,i,i,i,i
Cn1c(=O)n(CC(=O)O)c(=O)c2c1nc1n2CCCN1Cc1ccccc1,-2,i,i,i,i,0,i,i,i,i,i
Cc1sc2ncnc(SCC#N)c2c1C,-3,i,i,i,i,10,i,i,i,i,i
CCOC(=O)N1CCN(C(=O)CSCc2nc(-c3ccccc3F)oc2C)CC1,-1,i,i,i,i,2,i,i,i,i,i
CC(C)c1ccc(C2c3[nH]c4ccccc4c3C[C@H]3C(=O)N(c4ccccc4C(=O)N4CCC[C@@H]4C(=O)O)C(=O)N23)cc1 (some centres undefined),18,i,i,i,i,4,i,i,i,i,i
# (next part)
SMILES,SKKanGAS inh,RGS4 inh,TRPC6 act,RGS4 pot,MrgX1 PAM,HDAC3 inhib,ANO1 activ,TRPC6 inh,MrgX1 ag,MrgX1 antagonist,TMEM16A inh
N#Cc1ccc(S(=O)(=O)N2CCc3[nH]c4ccc(F)cc4c3C2)cc1,-11,i,i,i,i,.,i,i,i,i,i
Cc1csc(NC(=O)CN2CCCCCC2)n1,3,i,i,i,i,-2,i,i,i,i,i
COc1ccc(CN2CCC(CO)(CCOc3ccccc3)CC2)cc1C,-4,i,i,i,i,1,i,i,i,i,i
Cc1[nH]c(=O)[nH]c(=O)c1S(=O)(=O)N1CCC(C(=O)N2CCN(Cc3ccccc3)CC2)CC1,-1,i,i,i,i,-3,i,i,i,i,i
Cc1cs/c(=N\N=C\c2cccc([N+](=O)[O-])c2)n1Cc1ccco1,7,i,i,i,i,-2,i,i,i,i,i
Cc1cc(C(=O)O)cc(S(=O)(=O)Nc2ccccc2C(=O)NC(C)c2ccccc2)c1C (centres undefined),3,i,i,i,i,-5,i,i,i,i,i
COc1ccc(NCC(=O)N2CCCC2)cc1Cl,-5,i,i,i,i,2,i,i,i,i,i
Cc1cc(C)cc(NC(=O)N2CCC(NC(=O)c3ccc(F)cc3)CC2)c1,0,i,i,i,i,-3,i,i,i,i,i
CCOC(=O)C(NC(=O)CC)(Nc1ccc(S(N)(=O)=O)cc1)C(F)(F)F (centres undefined),3,i,i,i,i,2,i,i,i,i,i
COc1cc(NC(=O)CN2C(=O)c3ccccc3S2(=O)=O)c(OC)cc1Cl,1,i,i,i,i,5,i,i,i,i,i
CCOC(=O)/C(N)=C/c1ncc(C(F)(F)F)cc1Cl,7,i,i,i,i,-5,i,i,i,i,i
O=C(NCc1cccs1)C1CCN(c2nccs2)CC1,0,i,i,i,i,6,i,i,i,i,i
CC(=O)Nc1ccc(Sc2ccccc2C(=O)O)cn1,0,i,i,i,i,3,i,i,i,i,i
S=c1[nH]nc(-c2ccccc2)n1/N=C/c1cccs1,0,i,i,i,i,7,i,i,i,i,i
C=C(C)COc1ccc(-c2ncncc2-c2ccc(Br)cc2)c(O)c1,9,i,i,i,i,7,i,i,i,i,i
c1ccc(-c2nnc(C3CC(c4ccncc4)=NO3)o2)cc1 (centres undefined),-2,i,i,i,i,1,i,i,i,i,i
CC1CCCCN1C(=O)Nc1ccccc1Cl (centres undefined),8,i,i,i,i,2,i,i,i,i,i
Cc1ccc(-c2nc3ccccc3n2C)o1,8,i,i,i,i,-1,i,i,i,i,i
COc1ccc(Cn2cnc3c4cc(F)ccc4n(C)c3c2=O)cc1,-1,i,i,i,i,-5,i,i,i,i,i
